Casp6 inh: blocks human caspase-6 cleavage activity; inhibition, % at 12.5 µM; purified caspase-6, Z-VEID-R110 cleavage fluorescence; actives 0.53% (n = 350,000); AID 686996; P55212;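 active = mean inhibition across replicates at least about 35%, with every replicate also reaching that limit, limit read from the data; inconclusive = only one of the two criteria met; inactive = neither criterion met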;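 note: 0% = median of neutral control wells and 100% = no fluorescence left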
Target sequence (P55212 24-179 limits assumed): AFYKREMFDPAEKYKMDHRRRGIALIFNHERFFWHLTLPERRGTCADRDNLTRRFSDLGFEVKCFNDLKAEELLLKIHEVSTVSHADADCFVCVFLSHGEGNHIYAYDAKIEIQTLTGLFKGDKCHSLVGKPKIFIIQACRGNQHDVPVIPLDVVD
Target sequence (P55212 194-293 limits assumed): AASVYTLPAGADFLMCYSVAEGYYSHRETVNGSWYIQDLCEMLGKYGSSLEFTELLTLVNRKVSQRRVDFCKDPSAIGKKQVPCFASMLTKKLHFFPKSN
SIRT5 inh: inhibitors of human sirtuin-5 desuccinylase | Q9NXA8 | Purified SirT5, succinyl-peptide AMC, trypsin-coupled fluorescence | inhibition, % at 15 µM | actives 1.1% (n = 330,000); in the data active = inhibition above about 15%; inconclusive = no clear call, values can overlap the other calls
Target sequence (Q9NXA8 whole entry, looked up): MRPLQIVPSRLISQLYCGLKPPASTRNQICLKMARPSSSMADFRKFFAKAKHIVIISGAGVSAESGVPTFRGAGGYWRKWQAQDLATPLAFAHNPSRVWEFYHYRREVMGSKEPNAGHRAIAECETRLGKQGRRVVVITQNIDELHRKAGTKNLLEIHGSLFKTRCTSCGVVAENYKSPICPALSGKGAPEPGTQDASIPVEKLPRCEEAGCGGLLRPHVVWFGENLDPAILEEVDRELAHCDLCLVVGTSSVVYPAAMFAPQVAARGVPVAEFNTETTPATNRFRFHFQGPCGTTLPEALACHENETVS
PAX8 reporter: lowers PAX8-driven luciferase in RMG-I cells; RMG-I TPO-luciferase reporter, SteadyGlo, 24 h; inhibition, % at 12.6 µM; actives 1.2% (n = 360,000);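 active = mean replicate inhibition at least 60% with every replicate also reaching 60%; inconclusive = only one of the two criteria is met; inactive = mean below 60% and not all replicates reaching 60%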;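 note: luciferase light reporting Pax8 driven TPO promoter activity; plate controls were median of neutral control wells for no effect and mitoxantrone controls for full effect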
DENV2 CPE rescue: inhibitors of DENV2 cytopathic effect. DENV2-infected cells, cytopathic effect rescue, plate reader. CPE inhibition, % at 9.99 µM. actives 1.7% (n = 350,000). AID 651640; in the data active = CPE inhibition above about 20%, passing the limit was not always enough; inconclusive = no clear call, values can overlap the other calls; tested in BHK-21 cells;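 note: 0% = median of neutral control wells and 100% = median of positive control wells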
EWS-Fli inh: inhibitors of EWS/Fli oncoprotein transcriptional activity. A673 NR0B1-luciferase reporter, viability-normalised. inhibition, % at 12.6 µM. actives 0.67% (n = 350,000);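 active = mean inhibition of at least 50% after viability correction, with every replicate also passing that limit; inconclusive = mean reaches 50% but only one of two replicates passes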;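 note: firefly luciferase signal divided by Alamar Blue viability fluorescence both relative to DMSO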
ARNT-TACC3 inh: disrupts binding between human ARNT and TACC3; actives 0.66% (n = 390,000); AlphaScreen His-ARNT PAS-B/GST-TACC3 binding, luminescence; TACC3 fragment carries E629A point mutation; inhibition, % at 9.99 µM;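 active = mean inhibition of replicates at least 50% and at least half of replicates each reaching 50%; inconclusive = half or more replicates reach 50% but mean below 50%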;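 note: 0% = complete ARNT plus TACC3 wells and 100% = ARNT alone without TACC3; many hits fall short of the cut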
LGR2 inh: Drosophila LGR2 receptor signaling inhibition. HEK293 LGR2, CRE-luciferase, bursicon-stimulated, 4 h. inhibition, % at 9.99 µM. actives 0.35% (n = 380,000). AID 720647;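 active = drop in luminescence signal, shown as inhibition above about 50% in the replicate tests, limit read from the data, passing the limit was not always enough; inconclusive = probably only some replicates passing the limit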;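 note: agonist challenge used bursicon conditioned medium at about half maximal strength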
An asterisk follows results filed as active; ? = inconclusive; · = not tested or not shown; & = joins results of further samples.

| Molecule | Casp6 inh | SIRT5 inh | PAX8 reporter | DENV2 CPE rescue | EWS-Fli inh | ARNT-TACC3 inh | LGR2 inh |
| --- | --- | --- | --- | --- | --- | --- | --- |
| Cc1ccc(S(=O)(=O)N2CCC(C(=O)OCC(=O)NCc3cccc(Cl)c3)CC2)cc1C | -1 | -4 | 3 | -10 | 1 | 0 | 3 |
| COc1ccc2c(=O)c(-c3ccccc3)coc2c1 | 2 | 0 | · | 4 | -44 | 2 | -32 |
| COc1ccc2c3c(n(C)c2c1)[C@@H](CO)N(CC1CC1)CC31CCN(C(C)=O)CC1 | · | · | · | 1 | -4 | · | -7 |
| CCC(=O)N1CCCCN2[C@H](C1)[C@@H](c1ccc(-c3ccc(F)cc3)cc1)[C@@H]2CO | 2 | -1 | 10 | 3 | 2 | -7 | 9 |
| COc1ccccc1CNC(=O)C1CC(c2ccccc2C(F)(F)F)=NO1 (stereo not given) | · | · | -12 | · | -4 | -7 | -6 |
| CCS(=O)(=O)Nc1ccc2c(c1)C(=O)N(C)[C@@H]1CC[C@@H](CC(=O)NC3CCCCC3)O[C@H]1CO2 | -1 | -1 | -15 | ? | -4 | -17 | -34 |
| Cc1csc2nc(O)c(C(=O)NCCC3=CCCCC3)c(=O)n12 | 6 | 6 | -12 | 2 | 0 | -4 | -6 |
| COc1ccc(S(=O)(=O)Nc2cccc3c2O[C@@H](CN(C)C(=O)Nc2ccc(F)cc2)[C@@H](C)CN([C@@H](C)CO)C3=O)cc1 | 2 | 1 | · | -2 | 7 | -2 | 3 |
| Cc1ccc(C)c(N(CC(=O)NC(C)(C)C)C(=O)CCC(=O)Nc2nccs2)c1 | 0 | 4 | 29 | -1 | 6 | -2 | -6 |
| CCCNC(=O)[C@H]1[C@H](CO)[C@H]2Cn3c(ccc(C4=CCCC4)c3=O)[C@@H]1N2C(=O)CC | -2 | -14 | · | -3 | 4 | 2 | 2 |
| O=C(c1ccco1)N1CCN(Cc2nc3cc(Cl)ccc3c(=O)[nH]2)CC1 | 7 | -3 | 13 | -3 | 2 | 1 | 7 |
| NNC(=O)c1ccc(-c2ccccc2F)cc1 | 3 | -3 | -23 | 27* | -7 | -4 | · |
| O=C(Nc1ccc2c(c1)[C@@H]1C[C@H](CC(=O)N3CCc4ccccc4C3)O[C@@H](CO)[C@@H]1O2)Nc1ccccc1F | 0 | 9 | 22 | -1 | -2 | -9 | 12 |
| CN(C)CCn1c(=O)n(C2CCCCC2)c(=O)c2c3c(sc21)CCCCC3 | 7 | -2 | -21 | 4 | -4 | 1 | -7 |
| OCCOCCNc1ncnc2nc[nH]c12 | -1 | -1 | -1 | -4 | 1 | -3 | 14 |
| O=C(Cc1ccc(-n2c(=O)c3ccccc3n(Cc3cccc([N+](=O)[O-])c3)c2=O)cc1)NCC1CCCO1 (stereo not given) | -9 | -9 | 18 | 2 | -18 | · | 0 |
| Cc1ccc(-c2ccc(C3[C@@H]4CN(Cc5cccc(F)c5)C[C@H]3N4)cc2)cc1 (stereo not given in full) | -1&-3 | 5&7 | -5&7 | -3&-2 | -4&10 | · | -11 |
| CN1OC[C@@H]2CN(C(=O)c3ccc([N+](=O)[O-])cc3)[C@H](c3ccccc3Br)C[C@@H]21 | -4 | 0 | -6 | 3 | -7 | · | 39 |
| CC(C)[C@H](Nc1ccc(C(F)(F)F)cc1[N+](=O)[O-])C(=O)O | 2 | -2 | 24 | -2 | 3 | -22 | 1 |
| O=C(O)C1Cc2ccccc2CN1C(=O)c1ccco1 (stereo not given) | 8 | 3 | -14 | -5 | 0 | -4 | -1 |
| CCCCOC(=O)Nc1ccc(S(=O)(=O)Nc2nc(C)cc(C)n2)cc1 | 4 | 1 | · | -4 | -3 | 2 | -4 |
| Cc1ccc2nc(SCC(=O)N/N=C/c3ccc(C(=O)O)cc3)cc(C)c2c1 | 6 | -1 | 26 | 3 | 6 | -2 | 24 |
| O=C(N/N=C/c1ccc(OCC2COCCO2)cc1)c1ccc(Br)cc1 (stereo not given) | -4 | -5 | 1 | 0 | 2 | -5 | 11 |
| C[C@@H](NC(=O)c1nc[nH]c1C(=O)N[C@H](C)c1ccccc1)c1ccccc1 | 2 | -5 | 9 | ? | 11 | 4 | -12 |
| COC(=O)[C@]12C[C@H](CC(=O)NCc3cccc(C(F)(F)F)c3)C(=O)N(CCc3ccc(OC)c(OC)c3)C1=C[C@H](C(C)(C)C)O[C@@H]2C | 1 | · | 27 | -1 | 17 | · | 1 |

Additional structures.
| Molecule | Casp6 inh | SIRT5 inh | PAX8 reporter | DENV2 CPE rescue | EWS-Fli inh | ARNT-TACC3 inh | LGR2 inh |
| --- | --- | --- | --- | --- | --- | --- | --- |
| CC(C)(C)c1cc(NCc2ccccn2)n2ncc(-c3ccc(Cl)cc3)c2n1 | -4 | -5 | -3 | 2 | 12 | -1 | -41 |
| Cc1ccccc1-c1nc(CN(Cc2c(C)nn(C)c2C)C2CC2)c(C)o1 | 8 | -4 | 14 | -5 | 22 | 21 | 18 |
| COc1ccccc1N1CCN(C2CCCN(C(=O)CCc3c(C)noc3C)C2)CC1 (stereo not given) | 1 | 1 | -6 | -8 | · | 9 | -9 |
| COc1ccc(C#Cc2cccc(-c3nc(C(=O)O)cc4c3[C@H](CCO)N(S(=O)C(C)(C)C)C4)c2)cc1OC (stereo not given in full) | 5 | 4 | -13 | 1 | 2 | 11 | -8 |
| COc1ccc2nc(-c3ccccc3)cc(C(=O)N3CCC3)c2c1 | -43 | -49 | 8 | 1 | -12 | 4 | -10 |
| CN(C)S(=O)(=O)c1ccc(N2CCCC2)c(C(=O)OCC(=O)NC2CCCCC2)c1 | 8 | 4 | -3 | 6 | 8 | -2 | -7 |
| COc1cc(CO)cc(I)c1O[C@H]1C=C(C(=O)NCCO)C[C@@H](NCc2ccccc2F)[C@@H]1O | 7 | -3 | -3 | -6 | -1 | -22 | · |
| CCOc1ccccc1N1CCN(C(=O)CSc2ccc3c(c2)OCCO3)CC1 | 1 | -3 | 9 | 9 | -2 | · | 19 |
| CCOC(=O)/C(C(=Nc1ccccc1)Nc1ccccc1)=C(\C)O | 0 | -5 | -14 | ? | -13 | -1 | -2 |
| CCN(CC)CCn1c2ccccc2c2nc3ccc([N+](=O)[O-])cc3cc21 | -3 | 15 | -83 | -17 | -96 | -3 | -53 |
| COc1ccccc1-c1ccc2c(c1)[C@@H]1[C@@H](CCN1C(=O)C1CC1)[C@H](CO)N2 | 1 | 0 | 8 | -13 | 0 | 5 | -10 |
| COc1ccccc1NC(=O)c1ccccc1NC(=O)c1cccs1 | 2 | -3 | -13 | 5 | -26 | -29 | 23 |
| CC1(C)CC(=O)C=C(C(=O)N2CCCC(C(=O)c3cccc(C(F)(F)F)c3)C2)O1 (stereo not given) | 0 | 1 | 3 | -6 | -10 | -27 | -14 |
| CCCNC(=O)N1[C@H](CO)[C@@H](c2ccccc2)C12CN(C(=O)c1cccnc1)C2 | 3 | -3 | -27 | -4 | 0 | · | -15 |
| O=C(COC(=O)c1cc(NS(=O)(=O)c2cccs2)ccc1O)Nc1ccc(F)c(F)c1F | 5 | -3 | 4 | 0 | 1 | -2 | 14 |
| COC(=O)c1ccc(NS(=O)(=O)c2ccc3[nH]c(=O)oc3c2)cc1 | 8 | -1 | 2 | -7 | 2 | 3 | 6 |
| Cc1nc(Cl)c(C(=O)Nc2cccc(F)c2)c(C)c1Cl | 2 | -1 | 6 | 2 | -22 | -2 | -1 |
| COc1ccccc1-c1cn(CC[C@@H]2CC[C@@H](NC(=O)C3CCCC3)[C@H](CO)O2)nn1 | 0 | -4 | -11 | -12 | · | · | 13 |
| O=C(O)c1ccc(NC(=S)NCc2ccccc2)cc1 | 4 | 1 | 28 | 4 | 5 | -5 | 7 |
| Cc1[nH]c2ccccc2c1C(=O)C(=O)N1CCN(c2ccccc2Cl)CC1 | 1 | 34* | 13 | 3 | · | 0 | 17 |
| C=CCN(c1ccccc1)S(=O)(=O)c1cccc(C(=O)NCc2ccco2)c1 | 1 | -2 | 15 | 8 | 4 | -1 | -7 |
| CCN(C(=O)CSc1nnc2nc(C)cc(C)n12)c1ccccc1 | 0 | -3 | 18 | 4 | 1 | -9 | 3 |
| CCOC(=O)Cc1csc(NC(=O)COc2ccc(OC)cc2)n1 | -2 | -1 | 9 | -8 | 7 | 1 | · |
| COC(=O)C1=CN(c2ccc(N3CCOCC3)cc2)C(N)=C(C#N)C1c1ccccc1 (stereo not given) | 3 | -2 | -16 | 8 | -8 | · | -12 |
| COC(=O)c1ccc(NC(=O)C(=O)c2c[nH]c3ccccc23)cc1 | 0 | -6 | -32 | 0 | -44 | -2 | -20 |

Structures above printed as active in DENV2 CPE rescue:
SMILES	Casp6 inh	SIRT5 inh	DENV2 CPE rescue	ARNT-TACC3 inh	LGR2 inh
NNC(=O)c1ccc(-c2ccccc2F)cc1	3	-3	27*	-4	·

More entries follow.
| Molecule | Casp6 inh | SIRT5 inh | PAX8 reporter | DENV2 CPE rescue | EWS-Fli inh | ARNT-TACC3 inh | LGR2 inh |
| --- | --- | --- | --- | --- | --- | --- | --- |
| O=C(NCC[C@@H]1CC[C@@H](NS(=O)(=O)c2ccc(Cl)cc2)[C@H](CO)O1)c1ccccc1F | 0 | 18* | 12 | -4 | 0 | · | 13 |
| C=CCNC(=S)N(C1CCCCC1)C1CCCCC1 | 2 | · | 1 | 7 | 8 | 14 | 0 |
| Cc1ccc(CN2C(=O)CSC2c2ccccc2F)cc1 (stereo not given) | -2 | -4 | 3 | 5 | -3 | 8 | -4 |
| C[C@@H]1CN([C@@H](C)CO)S(=O)(=O)c2ccc(Br)cc2O[C@H]1CN(C)C(=O)c1cnccn1 | -2 | 3 | · | 1 | 7 | -1 | 11 |
| CC(C)(C)c1ccc(CNC(=O)C2CCCN2C(=O)Nc2ccccc2)cc1 (stereo not given) | 2 | -3 | -18 | 14 | 7 | -7 | 4 |
| CS(=O)(=O)N(CC(=O)Nc1ccccc1C(=O)N1CCCC1)c1ccccc1Br | 3 | -5 | 8 | 0 | · | -7 | 3 |
| COc1cccc(N2C(=O)/C(=C\c3cccs3)NC2=S)c1 | 1 | -3 | -32 | 5 | -20 | -14 | -92 |
| CC(=NNC(=S)N1CCCCC1)c1ccccn1 | 1 | -1 | 21 | 0 | 6 | · | -7 |
| COC(=O)c1cc(=O)n(-c2ccccc2)c(=Nc2ccccc2)s1 | 2 | 7 | 24 | -1 | 2 | 40 | · |
| CCCC(=O)Nc1ccc2c(c1)C(=O)N(C)[C@@H]1CC[C@H](CC(=O)Nc3cn(C)nc3C)O[C@@H]1CO2 | -2 | -3 | 6 | 0 | 1 | -6 | 5 |
| COc1cccc(N/N=C/c2cccc(Br)c2O)c1 | 3 | -3 | -6 | -5 | -111 | 4 | -69 |
| CC1(C)C2CCC1(C)C(OC(=O)c1ccccc1C(=O)O)C2 (stereo not given) | -1 | -8 | -4 | 4 | 13 | -10 | 6 |
| O=C(Nc1nccs1)c1cccnc1Cl | 1 | -2 | -9 | -5 | 4 | -9 | 1 |
| COc1ccc(S(=O)(=O)Nc2cccc3c2O[C@@H](CN(C)C(=O)NC(C)C)[C@@H](C)CN([C@H](C)CO)C3=O)cc1 | -1 | -2 | · | 0 | -2 | -2 | 3 |
| Cc1ccc(S(=O)(=O)N(C)C[C@@H]2Oc3ncc(C#CCC(C)C)cc3C(=O)N([C@H](C)CO)C[C@@H]2C)cc1 | -1 | 7 | · | 15 | 2 | -2 | 5 |
| O=C(Nc1cc(C(=O)N2CCOCC2)ccc1N1CCCC1)c1cccs1 | 1 | -6 | · | -2 | 4 | -4 | · |
| Cn1nnnc1Sc1ncnc2scc(-c3ccccc3)c12 | 3 | -5 | 91* | · | · | · | 29 |
| COc1cccc2cc(C(=O)N3CCN(C45CC6CC(CC(C6)C4)C5)CC3)c(=O)oc12 | 0 | -5 | · | · | · | · | -10 |
| CC(OC(=O)c1ccc(Cl)nc1)C(=O)NC1(C#N)CCCCC1 (stereo not given) | 4 | -1 | 9 | 3 | 1 | 10 | -13 |
| Cc1nc(=O)cc(-c2ccccc2)n1-c1ccccc1 | 10 | 0 | · | 2 | 3 | -24 | -4 |
| O=C(NC1CCN(C(=O)N2c3ccccc3Sc3ccccc32)CC1)c1ccccc1F | -2 | -2 | · | 5 | 11 | 5 | -5 |

Bioassay records: PubChem BioAssay, Broad Institute
